# GPR55 activation – GPR55 agonists via beta-arrestin recruitment, primary screen, imaging, U2OS cells, beta-arrestin-GFP redistribution (AID 1961); G-protein coupled receptor 55 (Homo sapiens); U2OS GPR55 beta-arrestin-GFP redistribution imaging; higher % means a stronger effect; activation, % at 10 µM, or EC50 in µM where a hit was titrated; 290,000 tested, 0.048% active;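 active = activation above 40% with more than 50 cells counted in the well; inconclusive = wells holding fewer than 50 cells, flagged as toxic or sparse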;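 note: U2OS osteosarcoma cells stably expressing GPR55 and beta-arrestin-GFP; plate controls were DMSO negative control for no effect and LPI positive control for full effect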
# T cell modulator – modulators of CD8 T cell-vesicle binding, primary screen, mouse 2C CD8+ T cells, flow cytometry | 2C CD8+ T cell-vesicle binding; active compounds read low | 330,000 tested, 0.068% active | calls only at 7 µM;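 active = response, share of CD8 T cells binding vesicles, and their 90th percentile fluorescence all below set limits, cut at about 80% in these data, passing the limit was not always enough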
#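 Benchmarks: naked versus QL9-loaded vesicles / Assay system: purified 2C TCR transgenic mouse naive CD8+ T cells / Technique: high-throughput flow cytometry with anti-B7-1 and anti-CD8 staining / Timing: Cell–vesicle co-incubation 1.5 h at 37 °C, staining 20 min on ice / Read-out: percent CD8+ FL2 mean versus row control / Probe or stimulus: QL9-loaded Drosophila micro-vesicles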
# NTR1 agonist – agonists of NTR1, primary screen, imaging, U2OS cells, beta-arrestin-GFP, high content (AID 493036); NTR1-U2OS beta-arrestin-GFP spot imaging, agonist mode; activation, % at 20 µM; 330,000 tested, 0.17% active;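 active = activation at or above 40% of the spot to cytoplasm intensity ratio, with at least 20 cells analyzed; inconclusive = wells under 20 cells, flagged as cytotoxic or low count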;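 note: 0% = DMSO without peptide and 100% = 100 nM NTR1 peptide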
# Target sequence (P30989 whole entry, looked up): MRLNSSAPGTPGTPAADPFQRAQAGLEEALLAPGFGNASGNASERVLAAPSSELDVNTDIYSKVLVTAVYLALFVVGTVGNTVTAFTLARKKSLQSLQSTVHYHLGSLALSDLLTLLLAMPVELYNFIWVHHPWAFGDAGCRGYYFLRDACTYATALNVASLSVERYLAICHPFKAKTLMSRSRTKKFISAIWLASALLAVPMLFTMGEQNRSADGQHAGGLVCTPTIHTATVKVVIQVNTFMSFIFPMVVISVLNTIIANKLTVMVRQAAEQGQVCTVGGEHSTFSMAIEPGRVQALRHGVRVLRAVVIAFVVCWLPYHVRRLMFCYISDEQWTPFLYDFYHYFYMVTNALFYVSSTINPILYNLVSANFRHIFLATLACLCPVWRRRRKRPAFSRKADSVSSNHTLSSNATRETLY
# KOR beta-arrestin-1 – KOR antagonists, beta-arrestin recruitment, cell-based, luminescence, uHTS (AID 1778); inhibition, % at 10 µM, or IC50 in µM where a hit was titrated; KOR beta-arrestin recruitment, luminescence, antagonist mode; higher % means a stronger effect; 290,000 tested, 0.091% active; Kappa-type opioid receptor (Homo sapiens); in the data active = inhibition above about 50%; note: strong numbers were not always called active
# PhoP inhibition – inhibitors of PhoP regulon expression, primary screen, Salmonella Typhimurium, GFP reporter (AID 1863) | S. Typhimurium PhoP-regulated promoter GFP reporter, 4 h; higher % means a stronger effect | inhibition, % at 50 µM, or IC50 in µM where a hit was titrated | 300,000 tested, 0.16% active;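 active = inhibition over 29.93%, a cutoff 3 SD above the screen mean, later confirmed by dose response; inconclusive = inhibition over 29.93% but no dose response follow-up; inactive = inhibition at most 29.93% or unconfirmed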;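 note: 0% = low Mg2+ inducing control and 100% = high Mg2+ repressing control; strong numbers were not always called active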
# West Nile virus CPE – West Nile virus antiviral activity, cell-based, CPE readout (AID 1621); West Nile virus-infected cells, CPE inhibition; higher % means a stronger effect; CPE inhibition, % at 10 µM; hits with a dose series show IC50 in µM; 290,000 tested, 0.02% active; in the data active = a potency from the dose series; inconclusive = CPE inhibition mostly from about 3.7% at the one dose, without a potency; inactive = the rest, 99 in 100 with CPE inhibition below about 2.2%; note: strong numbers were not always called active
# KOR beta-arrestin-2 – KOR agonists, beta-arrestin recruitment, primary screen, cell-based, luminescence, uHTS (AID 1777). Kappa-type opioid receptor (Homo sapiens). KOR beta-arrestin recruitment, luminescence; higher % means a stronger effect. activation, % at 10 µM; hits with a dose series show EC50 in µM. 280,000 tested, 0.02% active; in the data active = activation above about 50%, passing the limit was not always enough; note: a part of the inactive calls stands beside numbers as strong as those of hits
# GPR55 LPI antagonism – GPR55 antagonists blocking LPI-driven arrestin recruitment, primary screen, imaging, U2OS, beta-arrestin-GFP, LPI agonist (AID 2013); G-protein coupled receptor 55 (Homo sapiens); U2OS GPR55 beta-arrestin-GFP translocation imaging, LPI antagonism; higher % means a stronger effect; 290,000 tested, 0.13% active; one-dose inhibition, % at 10 µM; IC50 in µM for titrated hits;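 active = spots per cell inhibited over 60%, with over 100 cells counted and total cytoplasm intensity under 500,000; inconclusive = wells with under 100 cells, flagged as likely toxic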;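 note: U2OS cells stably carrying GPR55 and arrestin-GFP stimulated by 5 µM LPI near EC80; imaged beta-arrestin-GFP aggregate spots per cell after agonist stimulation; plate controls were LPI-stimulated DMSO wells for no effect and DMSO wells without LPI for full effect; some results filed as inactive read as strong as hits; confirmed hits need IC50 under 10 µM and bright autofluorescent wells are also inconclusive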
# GPR35 arrestin U2OS – GPR35 antagonists blocking zaprinast-driven arrestin recruitment, primary screen, imaging, U2OS, beta-arrestin-GFP, zaprinast agonist (AID 2058) | G-protein coupled receptor 35 (Homo sapiens) | U2OS GPR35 beta-arrestin-GFP translocation imaging, zaprinast antagonism; higher % means a stronger effect | inhibition, % at 10 µM; hits with a dose series show IC50 in µM | 290,000 tested, 0.052% active;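 active = inhibition of at least 50% with at least 30 cells and total cytoplasm GFP at most 10,000,000; inconclusive = under 30 cells or total GFP of 10,000,000 plus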
# T cell modulator vesicle-bound % – recorded beside T cell modulator, whose call it bears; double positive events, %; measured here: CD8+ vesicle-bound cell fraction;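 binding gate set so that unloaded-vesicle control wells show 10% double positive cells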
# NTR1 agonist cell count 20 µM – second read-out of NTR1 agonist, no call of its own (marks repeat the call); cell count; measured here: cell count, cytotoxicity flag
# * = called active by the depositor; i = inactive; ? = inconclusive; . = not tested or not shown; [ ] = another dose, or the depositor's remark.
# Below each SMILES – GPR55 activation	T cell modulator	T cell modulator vesicle-bound %	NTR1 agonist	NTR1 agonist cell count 20 µM	KOR beta-arrestin-1	PhoP inhibition	West Nile virus CPE	KOR beta-arrestin-2	GPR55 LPI antagonism	GPR35 arrestin U2OS
- Cc1ccn(CC(=O)N2CCCC(N3CCN(c4ccc(F)cc4)CC3)C2)n1 (centres undefined)
→ -0.2%	.	.	0.3	61	-3%	.	0.0%	-4.4%	3%	-6%
- C/C(=N\NC(=O)c1cccc(O)c1)c1ccc(NC(=O)Cc2ccccc2)cc1
→ -0.2%	i	67	0.9	67	38%	0%	-0.1%	-2.2%	10%	-16%
- CN(C)S(=O)(=O)c1ccc(C(=O)NC(=O)CSc2ccccc2)cc1
→ -0.2%	i	50	2.5	47	-16%	-11%	1.7%	2.6%	-4%	8%
- O=C(CCSc1ccc(Br)cc1)Nc1cccnc1
→ -0.3%	i	56	0.1	88	-29%	-10%	-0.5%	7.7%	-8%	-10%
- Cc1ccccc1NC(=O)CSc1nc(O)cc(=O)n1C
→ -0.1%	i	18	-0.4	53	6%	-7%	0.1%	-0.2%	10%	-4%
- COc1ccc(CCN(C)CCC(=O)Nc2c(C)cc(C)cc2C)cc1OC
→ -0.1%	i	17	1.2	77	-12%	-5%	-0.9%	2.1%	2%	-3%
- COc1ccccc1-c1noc2ncnc(Nc3cccc(C)c3)c12
→ -0.2%	i	54	-1.7	88	-12%[20 µM]	8%	-0.4%	-2.3%	12%	6%
- COc1cc(CCN2C(=O)N[C@@H](CCc3ccccc3)C(C(C)=O)=C2C)cc(OC)c1OC
→ -0.3%	i	13	-0.1	77	2%	1%	-0.7%	-1.4%	2%	-18%
- CCOC(=O)c1ccc(NC(=O)CSc2nnc(C3CC3)n2CC)cc1
→ -0.4%	i	63	-2.2	46	2%	2%	-0.3%	0.1%	8%	7%
- CSc1nc(C)c(C(=O)Nc2ccccc2)c(C)c1C#N
→ -0.1%	i	22	-1.5	44	16%	-4%	0.1%	0.9%	2%	26%
- CCn1cc(C(=O)OCC(=O)Nc2c(C)n(C)n(-c3ccccc3)c2=O)c(=O)c2ccc(C)nc21
→ 0.2%	i	14	2.1	82	27%	8%	-0.4%	3.0%	-2%	1%
- Cc1c(-c2ccccc2)[nH]n2c(=O)c3c(nc12)CCCC3
→ 0.3%	i	43	9.1	56	0%	5%	-1.4%	-1.1%	11%	-1%
- CCOC(=O)c1ccccc1OC(=O)CS(=O)c1ccccc1[N+](=O)[O-] (centres undefined)
→ -0.1%	i	45	0.9	42	-8%[20 µM]	3%	0.1%	-2.3%	4%	-2%
- Cc1cc(OCC(=O)NCCc2ccc(S(N)(=O)=O)cc2)c2c(C)cc(=O)oc2c1
→ -0.1%	i	36	-0.4	71	-40%	-13%	0.0%	-1.4%	-4%	-4%
- CCN(CC)CCN1C(=O)C(=O)/C(=C(/O)c2ccc(C)cc2)C1c1ccncc1 (centres undefined)
→ -0.1%	.	.	.	.	-5%	-19%	0.2%	-0.8%	10%	12%
- CCOc1ccc(NC(=O)CC2S/C(=N/N=C3CCCCCC3)NC2=O)cc1 (centres undefined)
→ 0.2%	i	62	-0.6	56	3%	-2%	-0.4%	1.7%	-4%	-11%
- O=C(COC(=O)C1CCN(S(=O)(=O)c2ccccc2C(F)(F)F)CC1)NCc1ccc(F)cc1
→ 0.1%	i	21	4.0	33	9%	-5%	2.1%	5.9%	7%	8%
- COc1ccc2nc(NC(=O)c3cccc(OCc4c(C)noc4C)c3)sc2c1
→ -0.3%	i	59	-3.0	59	16%	-7%	.	-1.4%	-10%	15%
- COC(=O)C1C(=O)c2c(n[nH]c2C)CC1(C)C (centres undefined)
→ 0.1%	i	33	-0.6	90	13%	8%	0.5%	1.5%	14%	-9%
- O=C1c2oc3ccc(Cl)cc3c(=O)c2C(c2ccco2)N1CCN1CCOCC1 (centres undefined)
→ -0.4%	i	31	8.3	101	13%	6%	.	-0.2%	-3%	-26%
- Cn1nc(C(F)(F)F)c(C(=O)Nc2ccc(F)cc2F)c1Sc1ccc(C(F)(F)F)cc1
→ 0.2%	i	36	1.9	71	-34%	-5%	-0.9%	0.8%	21%	0%
- CCc1cc2c(=O)c(-c3nc4ccccc4n3C)c(CCCC(=O)O)oc2cc1OC(=O)C(C)(C)C
→ 0.0%	i	63	1.7	35	2%	-4%	1.1%	3.0%	1%	-7%
- Cc1cccc2cn[nH]c12
→ -0.6%	i	64	-0.3	79	-3%	-6%	-0.2%	-2.8%	1%	12%
- O=C(/C=C/c1ccc(O)cc1)c1ccc(O)cc1O
→ 5.1%	i	24	1.4	48	-25%	-5%	?	-3.3%	13%	5%
- Cc1cccc(NC(=S)N2CCC(c3nc4ccccc4s3)CC2)c1
→ 0.2%	i	17	0.6	52	-7%	23%	0.3%	4.9%	-8%	9%
- O=C(COc1ccccc1)NCC(=O)N/N=C/c1ccc(Br)cc1
→ 0.0%	i	6	0.7	56	42%	-2%	-0.2%	-5.5%	-2%	12%
- CCN(CC)C(=O)c1ccc(COc2ccc(Cl)c(C)c2)o1
→ 0.0%	i	58	4.0	77	-30%[20 µM]	3%	-1.1%	-4.0%	-17%	2%
- NC(=O)CC(NC(=O)Cc1ccc(Br)cc1)c1ccc(N2CCC(N3CCCC3)CC2)c([N+](=O)[O-])c1 (centres undefined)
→ -0.3%	i	44	-2.2	58	-30%[20 µM]	-4%	0.2%	2.8%	11%	2%
- CCc1ccccc1OCCCCN1CCCCC1
→ -0.1%	i	48	-0.1	62	-11%	1%	-1.0%	0.6%	22%	-2%
- Cc1cc(C)n(-c2cccc(CN3CCC(CO)(Cc4ccccc4)CC3)c2)n1
→ -0.2%	i	54	0.8	46	4%	-2%	-0.5%	-3.3%	13%	2%
- Cc1cccc(N2C(=O)C(O)=C(C(=O)c3cccs3)C2c2ccc(C(C)C)cc2)n1 (centres undefined)
→ -0.2%	i	43	0.0	34	13%	-2%	0.6%	11%	-10%	13%
- COc1ccccc1CNC(=O)COC(=O)c1cccc(S(=O)(=O)N2CCCCC2)c1
→ 0.0%	i	11	2.2	59	5%	8%	0.1%	-4.0%	65%	4%
- COc1ccccc1-c1nc(=S)c(C(C)=O)c(C)[nH]1
→ 0.2%	i	40	0.3	59	15%	-7%	-0.1%	2.6%	4%	7%
- Oc1ccccc1C(=S)N1CCCCCC1
→ 0.4%	i	25	1.6	71	-25%	6%	-0.4%	-1.3%	11%	9%
- CCCCCCOc1ccc(N2C(=O)CC(SCCN)C2=O)cc1 (centres undefined)
→ 0.4%	i	67	1.3	63	1%	0%	-1.3%	-0.7%	6%	17%
- COC(=O)CSC1=C(C#N)C(c2ccc3c(c2)OCO3)C2=C(CCCC2=O)N1 (centres undefined)
→ 0.2%	i	50	0.4	82	7%	2%	0.1%	-8.3%	-8%	-2%
- COC(=O)c1cc(NC(=O)c2cc(-c3ccc(Cl)cc3)oc2C(F)(F)F)ccc1N1CCOCC1
→ -0.2%	i	38	6.7	58	44%	-6%	-0.4%	3.8%	-2%	-11%
- COC(=O)c1ccccc1NC(=O)c1cc(OC)cc(OC)c1
→ -0.1%	i	26	2.3	65	22%	-1%	-0.3%	-2.9%	-1%	-3%
- CC1CCCCN1CC(=O)NC(c1ccccc1)c1ccccc1 (centres undefined)
→ 0.0%	i	3	0.3	43	-24%[20 µM]	.	-0.2%	1.1%	6%	2%
- O=C(Cc1ccccc1)N1CCN(C(=O)c2ccc([N+](=O)[O-])cc2)CC1
→ 0.0%	i	66	-1.3	98	-12%[20 µM]	6%	-0.3%	-7.3%	8%	-11%
- COc1cccc(-c2cc(C(=O)NC3CCCCC3)no2)c1
→ 0.1%	i	51	1.3	43	-4%	6%	-0.6%	-1.8%	0%	-7%
- O=C1NC2(CCCCCC2)Oc2ccccc21
→ 0.1%	i	48	2.7	88	15%[20 µM]	-5%	0.1%	-9.8%	-6%	3%
- CCOc1ccccc1NC(=O)COC(=O)C1CC(=O)N(c2c(C)cccc2C)C1 (centres undefined)
→ -0.2%	i	40	2.0	71	-12%	-7%	-0.2%	3.1%	0%	-8%
- CCN1CCN(CC(=O)c2cc(Cl)ccc2Cl)CC1
→ -0.7%	i	31	1.8	44	-33%	17%	1.0%	5.3%	4%	-1%
- Cc1ccccc1CN1C2=NCCN2c2ccccc21
→ 0.3%	i	39	-0.2	85	21%	4%	0.1%	-5.0%	30%	3%
- CS(=O)(=O)Nc1ccc(C(=O)NCCSCc2ccco2)cc1
→ -0.2%	i	57	-1.2	41	29%	3%	0.0%	-6.3%	14%	-2%
- C=CCS(=O)(=O)c1cccc2cccnc12
→ 0.2%	i	43	3.2	51	12%[20 µM]	6%	0.8%	.	20%	18%
- COc1cc2c(c(OC)c1OC)-c1ccc(OC)c(=O)cc1[C@@H](N(C)CC#CCO)CC2
→ 0.3%	i	27	2.0	88	-93%	-4%	-1.7%	-3.7%	-14%	0%
- CNC(=O)c1csc(-c2ccncc2)n1
→ -0.3%	i	42	-0.2	98	25%	-8%	-0.2%	-3.5%	6%	-8%
- CSc1ccc(C(=O)C2CCCN(C(=O)c3cccnc3SC)C2)cc1 (centres undefined)
→ 0.6%	i	30	-0.9	48	10%	.	-1.6%	-1.4%	3%	8%
- O=C(NC(N1CCOCC1)C(Cl)(Cl)Cl)c1ccc(F)cc1 (centres undefined)
→ -0.1%	i	33	-0.9	34	-24%[20 µM]	2%	0.4%	-1.9%	-3%	1%
- CS(=O)(=O)N(CC(=O)N/N=C/c1ccco1)c1ccccc1Br
→ -0.4%	i	47	-0.4	34	21%	13%	-0.5%	7.3%	4%	-1%
- O=C(Nc1cccc(S(=O)(=O)N2CCCCC2)c1)c1ccccn1
→ 0.1%	i	54	1.1	65	4%	-6%	-0.7%	-5.3%	8%	4%
